Screening data deposited in PubChem BioAssay by National Center for Advancing Translational Sciences (NCATS).
FBPA coupling cs – qHTS Assay for Inhibitors of Fructose-1,6-bisphosphate Aldolase from Giardia Lamblia: Coupling assay counterscreen; coupling enzyme system counterscreen, AmpLite Red fluorescence; activity change, negative = inhibition, % at 58.2 µM, hits read low; actives 0.67% (n = 290,000); in the data active means activity change below about -30%; further: on the % scale 0 is the no-effect control and ±100 the full control effect
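Counterscreen lacking aldolase: glyceraldehyde-3-phosphate coupling-enzyme reagent preincubated 10 min at RT with compound (at 57.5 uM final), then substrate/coupling system with AmpLite Red added; fluorescence read at 525/598 nm after 20 min RT.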
KCNH2 3.1 block – qHTS for Inhibitors of KCHN2 3.1: Mutant qHTS; Potassium voltage-gated channel subfamily H member 2, brain isoform KCNH2 3.1 (human); U2OS KCNH2 3.1, thallium flux FluxOr; active compounds read low; activity change, % (tested at about 1.8 µM); actives 0.95% (n = 340,000);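 active means maximum activity change below -70%; inconclusive means maximum activity change from -70% to -50%; inactive means maximum activity change above -50%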;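 further: thallium influx rate constant from kinetic fluorescence after stimulation buffer; on the % scale 0 is the no-effect control and ±100 the full control effect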
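Virally transduced U2OS (3.1 isoform, 4 h infection in dark at RT) → overnight 37 C → FluxOr + Red40 in HBSS/HEPES, 45 min → stimulation buffer, 2 min kinetic read → rate constant vs DMSO controls.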
a7 integrin act – qHTS for Activators of Integrin-Mediated Alleviation for Muscular Dystrophy; alpha7betagal myoblasts, beta-gal FDG fluorescence, 48 h; Potency, µM (doses to about 38.3 µM), inactives show at the top dose activation, actives largely listed as activators; actives 0.064% (n = 350,000); AID 624291, 2012;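 further: potency means the concentration at half of the fitted maximal effect; 100% = response of the positive control SU9516; nearly all actives have a fitted effect of over 60% in size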
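Alpha7betagal+/- myoblasts (passage 13) were plated 16-24 hr, then exposed to compounds (1:260 dilution of DMSO stock) for 48 hours at 37C. After MPER lysis, β-galactosidase reporter activity was read as FDG fluorescence (ex 480/em 540) after 30 minutes.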
GALK inh – qHTS Assay for Inhibitors of Human Galactokinase (GALK). P51570. Purified GALK, Kinase-Glo residual ATP luminescence. Potency, µM (titrated, usually from 57.5 µM), without a hit: at the top dose activity change, negative = inhibition, most hits filed as inhibitors. actives 0.007% (n = 270,000); further: potency means the concentration at half of the fitted maximal effect; on the % scale 0 is the no-effect control and ±100 the full control effect
Target sequence (P51570 whole entry, looked up): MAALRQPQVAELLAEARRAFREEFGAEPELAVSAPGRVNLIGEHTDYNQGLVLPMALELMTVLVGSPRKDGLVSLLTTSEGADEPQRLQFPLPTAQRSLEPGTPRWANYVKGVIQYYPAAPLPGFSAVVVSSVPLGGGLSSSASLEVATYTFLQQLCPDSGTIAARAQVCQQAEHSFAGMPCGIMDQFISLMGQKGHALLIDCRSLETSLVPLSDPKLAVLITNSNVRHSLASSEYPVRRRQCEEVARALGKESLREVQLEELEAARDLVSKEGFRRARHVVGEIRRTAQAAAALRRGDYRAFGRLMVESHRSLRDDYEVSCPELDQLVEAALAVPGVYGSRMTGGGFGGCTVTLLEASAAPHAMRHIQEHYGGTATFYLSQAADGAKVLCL
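Quantitative HTS: GALK 5 nM, ATP 35 uM, galactose 100 uM, 1 h room temperature, then luciferase-based ATP detection.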
CXXC DNA block – qHTS Fluorescence Polarization Assay for Inhibitors of MLL CXXC domain - DNA interaction. Histone-lysine N-methyltransferase 2A (Homo sapiens), Q03164. MLL-CXXC / FITC-HOXA9 DNA fluorescence polarization. Potency, µM (titrated, usually from 115 µM), inactives show at the highest dose activity change, negative = inhibition, hits mostly inhibitors. actives 0.037% (n = 290,000). AID 2662, 2010; active means well fitted inhibition curve with a large enough effect in the polarisation, with a control signal flat, not every such curve was filed as active; inconclusive means small, poorly fitted or top-dose-only effect, or effect the other way, or a change in a side signal; inactive means no such curve, though single readings can be large or run the other way; the % refers to the polarisation; further: potency means the concentration at half of the fitted maximal effect
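Purified MLL-CXXC (added from a 7 uM solution) was preincubated 5 min at ambient with pinned compounds in 50 mM Tris-HCl pH 7.5, 50 mM NaCl, 1 mM DTT, 0.05% BSA. Fluorescein-labeled HOX-A9 DNA (50 nM solution) followed, 30 min, then polarization read.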
KCNH2 WT inh – qHTS for Inhibitors of KCHN2 3.1: Wildtype qHTS. U2OS, BacMam KCNH2, thallium flux FluxOr; active compounds read low. activity change, % at 1.84 µM. actives 0.37% (n = 340,000). AID 720551, 2013;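 active means maximum activity change below -70%; inconclusive means maximum activity change between -70% and -50%; inactive means maximum activity change above -50%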; further: on the % scale 0 is the no-effect control and ±100 the full control effect
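U2OS cells transduced with wild-type KCNH2 virus are loaded with FluxOr dye for 45 min, and thallium flux is measured in kinetic reads before and after stimulation buffer. Rate constants are normalized to DMSO controls.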
ASM inhibitor – Inhibitors of Secretory Acid Sphingomyelinase (S-ASM): qHTS | Sphingomyelin phosphodiesterase (Homo sapiens), P17405 | placental ASM, HMU-PC fluorogenic substrate, 60 min | Potency, µM (series often up to 57.5 µM), for inactives: at the highest dose activity change, negative = inhibition, usual class: inhibitors | actives 0.006% (n = 340,000); further: potency means the concentration at half of the fitted maximal effect
Target sequence (P17405 47-631 limits assumed): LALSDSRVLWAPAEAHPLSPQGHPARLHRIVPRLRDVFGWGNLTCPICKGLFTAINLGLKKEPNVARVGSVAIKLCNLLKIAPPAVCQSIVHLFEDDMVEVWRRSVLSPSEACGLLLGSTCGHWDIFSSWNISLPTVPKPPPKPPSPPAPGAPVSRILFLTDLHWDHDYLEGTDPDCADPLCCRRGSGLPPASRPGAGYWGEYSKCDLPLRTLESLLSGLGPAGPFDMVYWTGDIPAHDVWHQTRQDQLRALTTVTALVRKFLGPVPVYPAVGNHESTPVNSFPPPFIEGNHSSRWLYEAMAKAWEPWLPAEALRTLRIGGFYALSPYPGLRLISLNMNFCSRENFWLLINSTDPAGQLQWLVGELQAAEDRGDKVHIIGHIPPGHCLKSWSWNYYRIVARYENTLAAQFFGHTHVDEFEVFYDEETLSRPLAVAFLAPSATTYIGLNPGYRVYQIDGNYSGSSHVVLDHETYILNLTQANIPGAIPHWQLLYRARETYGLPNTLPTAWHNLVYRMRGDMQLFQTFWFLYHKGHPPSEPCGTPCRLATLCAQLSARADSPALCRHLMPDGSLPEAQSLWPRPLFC
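Fluorescence read-out (Ex 386 nm, Em 447 nm) after stopping the reaction at pH 10. Enzyme: ASM from human placenta; substrate HMU-PC0, 9 uM final; 60 min, 37 °C. Compound preincubation 10 min, ambient temperature.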
TRPV1 agonist – HTS Assay for Compounds that Act as Agonists of the Vanilloid Receptor 1. Transient receptor potential cation channel subfamily V member 1 (Homo sapiens), Q8NER1. TRPV1-expressing cells, Fluo-8 calcium influx, agonist mode. activation, % at 8.33 µM. actives 0.19% (n = 320,000). AID 540275, 2011; in the data active means activation above about 80%; inconclusive means between about 30% and that limit; further: 0% is about no effect
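TRPV1-expressing cells were cultured overnight at 35.5C and loaded with Fluo-8 calcium dye for 40 to 90 min at room temperature. After a 10 s baseline, compound was added and calcium influx was read kinetically for 3 min (ex 480/em 520 nm).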
A-T KAP1 phos – qHTS Assay for Identifying a Potential Treatment of Ataxia-Telangiectasia; AID 485349, 2010; actives 0.19% (n = 320,000); […] A-T fibroblasts, KAP-1 phosphorylation AlphaLISA; neocarzinostatin DNA damage 30 min before lysis; Potency, µM (top dose mostly 57.5 µM), for the others: top-dose activation, hits mostly activators; further: potency means the concentration at half of the fitted maximal effect; % of control where 0% means no effect; nearly all actives have a fitted effect of over 45% in size
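hTERT-immortalized A-T patient fibroblasts ([…]), 500 cells/well in OPTI-MEM, 1% FBS, got compounds for 60 min, then NCS for 30 min at 37C. Lysates were then assayed for phospho-KAP-1 by AlphaLISA (anti-pKAP1 donor, anti-KAP1 acceptor beads), 6 hr at 25C.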
MBNL1-CUG inh – qHTS Assay for Inhibitors of MBNL1-poly(CUG) RNA binding | TR-FRET MBNL1-His/biotin-(CUG)12 binding, 665/545 ratio | AID 2675, 2010 | actives 0.036% (n = 280,000) | Muscleblind-like protein 1 (Homo sapiens), Q9NR56 | Potency, µM (doses to about 57.5 µM), for inactives: at the top dose activity change, negative = inhibition, actives largely listed as inhibitors; active means well fitted inhibition curve with a large enough effect in the signal ratio, with a control signal flat, not every such curve was filed as active; inconclusive means small, poorly fitted or top-dose-only effect, or effect the other way, or a change in a side signal; inactive means no such curve, though single readings can be large or run the other way; the % refers to the signal ratio; further: potency means the concentration at half of the fitted maximal effect; on the % scale 0 is the no-effect control and ±100 the full control effect
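Compounds (final 92 nM to 58 uM) are added to His-tagged MBNL1 and biotin-(CUG)12, then terbium anti-His antibody and streptavidin-XL665 (5 nM final). After 60 min at room temperature, the 665/545 nm ratio is read.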
Numbers without * were called inactive; ? = inconclusive; nt = no result given; [ ] = another dose, or the depositor's remark. Unless noted, the call rests on the fitted dose curve; in most records, active means well fitted curve in the direction sought with a large enough effect; inconclusive means small, poorly fitted or top-dose-only effect, or another doubt; inactive means no such curve, though single readings can be large; an effect the other way counts as inactive or inconclusive. Compounds were not picked by outcome; overall some 2% were active at least once.

SMILES	FBPA coupling cs	KCNH2 3.1 block	a7 integrin act	GALK inh	CXXC DNA block	KCNH2 WT inh	ASM inhibitor	TRPV1 agonist	A-T KAP1 phos	MBNL1-CUG inh
CS(=O)(=O)N1CCN(C(=O)CSc2ccccc2)CC1	1	-17	36%	1%	1%	5	2%	1	5%	-4%
COC(=O)C(NC(=O)C(C)NC(=O)OCc1ccccc1)C(C)C (stereo not given)	4	0	4%	-2%	-11%	-2	1%	-2	8%	-3%
COc1ccc(Cn2c(SCC(=O)NCc3ccco3)nc3ccsc3c2=O)cc1	0	-13	-11%[7.66 µM]	2%	7%	3	-3%	?	-5%	?
Brc1cccc(-c2nnc3n2CCC3)c1	0	-15	15%	5%	-6%	-10	7%	0	11%	1%
COc1cccc2cc(C(=O)N3CCc4ccccc4C3)c(=O)oc12	1	1	?	1%	0%	0	0%	2	6%	?
Cn1c(=O)c2c(nc(N3CCN(c4ccccc4)CC3)n2CCCc2ccccc2)n(C)c1=O	0	6	-19%	-1%	-2%	-6	-9%	-4	-7%	4%
O=C(Nc1ccccn1)c1cc(-c2ccc(Cl)s2)nc2ccccc12	nt	-13	0%	nt	nt	3	107%[activator]	25	5%	nt
CCCCN(C(=O)c1ccc(Br)o1)C1CCS(=O)(=O)C1 (stereo not given)	nt	5	-22%	nt	nt	24	-1%	1	-3%	nt
COc1ccc(OC)c(NC(=O)C(=S)NC2CCCCC2)c1	-2	0	9%	0%	4%	0	-2%	1	4%	-3%
CCOC(=O)C(C)Oc1ncnc2cccc(F)c12 (stereo not given)	0	5	23%	4%	1%	-9	4%	0	4%	-4%
COc1cccc(-c2nc(-c3ccccn3)no2)c1OC	-3	0	-52%[inhibitor]	0%	3%	5	1%	-25	4%	8%
O=C(O)c1cccc(NC(=O)C2C3C=CC(C3)C2C(=O)OCC(F)(F)C(F)F)c1 (stereo not given)	2	-11	6%	-1%	-2%	2	1%	-4	5%	2%

As entered above.
For MBNL1-CUG inh, CS(=O)(=O)N1CCN(C(=O)CSc2ccccc2)CC1 shows -4%
For KCNH2 WT inh, CCCCN(C(=O)c1ccc(Br)o1)C1CCS(=O)(=O)C1 (stereo not given) shows 24

Remaining list, next part.
SMILES	FBPA coupling cs	KCNH2 3.1 block	a7 integrin act	GALK inh	CXXC DNA block	KCNH2 WT inh	ASM inhibitor	TRPV1 agonist	A-T KAP1 phos	MBNL1-CUG inh
O=C(O)C1CCCN1S(=O)(=O)c1ccc(Cl)c(Cl)c1 (stereo not given)	3	-11	0%	-2%	9%	9	27%	-3	4%	-3%
Cc1ccc(C)c(Nc2cc(C(=O)NCc3cccnc3)c3ccccc3n2)c1	-3	-14	-3%	-3%	1%	-7	5%	16	0%	-14%
Cc1cccc2c(=O)cc(C(F)(F)F)[nH]c12	1	-15	12%	-2%	-26%	7	-2%	0	-8%	nt
CN(C)C(=O)c1ccc(NC(=O)CN2CCc3cc4c(cc3C2)OCCCO4)cc1	nt	-11	-34%	-9%	13%	-2	6%	-1	1%	-12%
O=c1c2cc(Br)ccc2[nH]c(=S)n1Cc1ccccn1	1	-9	-11%	nt	-3%	-4	-2%	2	4%	4%
O=C(/C=C/c1cnc2ccccc2n1)NC1CCCCCC1	1	5	-19%	-1%	12%	6	-3%	24	1%	?
CN(C)S(=O)(=O)c1ccc(NC(=O)C2CC3C=CC2C3)cc1 (stereo not given)	0	-18	-21%	0%	-1%	-3	0%	5	-2%	-12%
O=C(COC(=O)c1ccccc1O)NNC(=O)c1ccc(Br)cc1	nt	-6	2%	nt	nt	-9	3%	3	8%	nt
COc1ccc(S(=O)(=O)NC(CC(=O)NCCc2ccc(OC)c(OC)c2)C(C)C)cc1 (stereo not given)	1	-2	12%	8%	39%[activator]	-1	-5%	-1	-3%	-4%
CCOC(=O)c1sc(NC(=O)c2ccc(OC)cc2)nc1C	-1	3	15%	4%	6%	13	0%	13	-3%	-3%
COc1ccccc1CNC(=O)COC(=O)c1cccc(S(=O)(=O)N2CCOCC2)c1	nt	24	17%	nt	nt	16	1%	1	5%	nt
CCOc1ncnc2c1oc1nc(CC(C)C)c3c(c12)CC(C)(C)OC3	-2	5	-21%	3%	-2%	7	-4%	10	7%	0%
CCOc1cc(/C=N/NC(=O)c2nnn(-c3nonc3N)c2C)ccc1OCc1ccc(F)cc1	nt	-36	0%	-3%	3%	-24	105%[activator]	3	7%	0%
CCOC(=O)c1sc(NC(=O)CSc2nnc(-c3ccco3)o2)c(C(=O)OCC)c1C	-2	-1	10%	0%	8%	1	-11%	1	1%	-1%
CCOC(=O)N1CCN(C(=O)c2cccc(NS(=O)(=O)c3ccc(F)c(F)c3)c2)CC1	5	30	-1%	1%	-16%	5	nt	-1	-1%	6%
Cc1nn(-c2ccc(N3CCCCC3)nn2)c(C)c1CCC(=O)Nc1ccc(F)cc1	nt	-5	3%	-3%	-5%	10	-1%	-1	4%	19%
COc1ccc(N2C(=O)C3CCCCC3C2=O)cc1NC(=O)c1ccccc1 (stereo not given)	2	-30	11%	-2%	?	4	2%	-1	0%	7%
CN(CC(O)COc1ccccc1F)C1CCCCC1 (stereo not given)	0	-10	3%	3%	24%	10	2%	3	3%	-3%
O=[N+]([O-])c1c(Nc2ccc(Br)cc2)ccc2nonc12	4	-2	18%	1%	0%	2	1%	1	5%	?
Cc1ccc(-n2c(C)cc(/C=C3\NC(=O)NC3=O)c2C)c(C)c1	-6	-1	-20%	nt	0%	2	16%	17	-2%	?
Nc1nc(N)c2sc3nc(C(F)(F)F)cc(C(F)(F)F)c3c2n1	-1	13	-21%	-1%	0%	3	-11%	-4	-3%	?
CCC(=O)N1c2ccccc2NC2=C(C(=O)CCC2)C1c1cccnc1 (stereo not given)	0	6	18%	7%	-4%	-4	8%	3	13%	0%
Cc1nn2c(-c3cccc(NC(=O)CSc4nc5ccccc5o4)c3)nnc2c2ccccc12	7	-15	-28%	3%	16%	6	-8%	1	0%	15%
Cc1ccc(S(=O)(=O)N2CCCC2CNC(=O)c2ccccc2)cc1 (stereo not given)	nt	-2	13%	nt	nt	2	nt	12	-6%	nt
CCOC(=O)c1sc(S(C)=O)c2c1CCc1conc1-2 (stereo not given)	-1	15	-55%[inhibitor]	nt	27%	26	3%	1	2%	?
O=c1ccc2ccc(Oc3ccc(Cl)cc3[N+](=O)[O-])cc2o1	2	0	-9%	1%	5%	0	45%[activator]	1	3%	?
COC(=O)Cc1csc(NCc2ccccc2)n1	1	-6	-1%	10%	5%	0	22%	0	-2%	0%
CC1(C)CC(=O)C=C(NCc2ccco2)C1	0	-2	16%	-3%	-6%	-9	3%	-5	0%	-4%
O=C(/C=C/c1ccccc1Cl)c1ccc[nH]1	0	21	-41%	nt	3%	4	-1%	15	4%	9%[11.5 µM]
CC(=O)c1ccc(NC(=O)C2CCCO2)cc1 (stereo not given)	1	0	-11%	-4%	10%	15	-2%	-1	-7%	-10%
O=C(O)c1nnn(-c2cccc(C(F)(F)F)c2)c1-c1ccccc1	8	35	13%	nt	0%	0	4%	-3	-2%	-14%
Cc1ccccc1Nc1nc(N)nc(CSc2nc3ccccc3c(=O)n2C)n1	1	4	-14%	-3%	14%	0	-7%	-5	4%	?
CC(C)c1nc2sc3c(=S)nc[nH]c3c2c2c1CCC2	1	-1	8%	2%	-10%	-6	4%	2	-31%	-7%
Cc1cc(OCC(O)CN2CCN(c3ccccn3)CC2)cc(C)c1Cl (stereo not given)	-2	-21	-11%	-3%	9%	6	-1%	2	4%	-15%
N#Cc1ccccc1OCCn1cncn1	0	-4	10%	9%	0%	-1	7%	-5	7%	-3%
CN1CCN(C(=S)Nc2ccc([N+](=O)[O-])cc2)CC1	-2	0	9%	4%	-8%	0	1%	-4	6%	?
COC(=O)CCC(=O)NNC(=O)C1CC1(c1ccccc1)c1ccccc1 (stereo not given)	4	-12	-11%	-2%	-2%	1	0%	0	1%	3%
COc1ccc(NC(=O)CCCNS(=O)(=O)c2cccs2)cc1	-2	-1	0%	-1%	3%	-1	1%	4	5%	-2%
